14-3-3g Raf = modulators of human 14-3-3 gamma - Raf peptide interaction | P61981 | FP, 14-3-3gamma / TMR-pS259-Raf peptide binding | inhibition, % at 40 µM | hit rate 0.19% among 160,000 | AID 422; in the data active means inhibition above about 30%;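 further: 0% = protein plus tracer without compound and 100% = blank with tracer alone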
Target sequence (P61981 whole entry, looked up): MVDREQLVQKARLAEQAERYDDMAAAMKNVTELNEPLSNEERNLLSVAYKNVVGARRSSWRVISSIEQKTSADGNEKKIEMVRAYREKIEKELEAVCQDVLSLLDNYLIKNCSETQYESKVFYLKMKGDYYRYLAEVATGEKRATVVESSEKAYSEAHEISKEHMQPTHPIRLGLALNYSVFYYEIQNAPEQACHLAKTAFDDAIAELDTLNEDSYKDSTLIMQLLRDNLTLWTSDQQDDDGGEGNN
* marks the source's active call; other numbers are inactive results; & = joins results of further samples. This is a subset, so the mix of outcomes need not match the whole.

SMILES	14-3-3g Raf
COCCN1C(=O)c2ccccc2C(C(=O)Nc2cccc(SC)c2)C1c1cn(C)c2ccccc12 (configuration not stated)	1
Cc1cc(C)n2nc(S(=O)(=O)N(C)c3ccccc3)nc2n1	5
COc1ccc(CNC(=O)c2cc(-c3ccccc3O)n[nH]2)cc1	-7
Cc1cc(=O)oc2cc(OCC(O)CN3CCc4ccccc4C3)ccc12 (configuration not stated)	4
O=C(COc1ccccc1)N1N=C(c2ccccc2)CC1(O)C(F)(F)F (configuration not stated)	0
COC(=O)c1c(NC(=O)c2ccc(F)cc2)sc2c1CCCC2	10
CCOc1ccc(-c2csc(Nc3ccccc3)n2)cc1	-1
CN(C)CCCNCCCNC(=O)c1ccco1	0
Cn1c(=O)[nH]c(=O)c2c1nc(CN1CCN(c3cccc(Cl)c3)CC1)n2Cc1ccccc1Cl	-4
CC(C)c1ccc(C2/C(=C(\O)c3ccccc3)C(=O)C(=O)N2CCC(=O)O)cc1 (configuration not stated)	2
COC(=O)C1CCN(C(=O)COC(=O)c2n[nH]c3ccccc23)CC1	10
CCN(CC)CCN(Cc1cc2cc(C)ccc2[nH]c1=O)C(=O)Nc1ccccc1OC	-4
Cc1nc2cc(N=Cc3cc([N+](=O)[O-])ccc3O)ccc2n1Cc1ccccc1	2
N#C/C(C(N)=O)=c1/ccc2c(c1)N1C3=C(CCCC3)CC3CCCCC31N=2 (configuration not stated)	-31
O=C1C2CC=C(Cl)CC2C(=O)N1CCCN1CCCCC1 (configuration not stated)	-1
CC12CC3(C)CC(C(=O)O)(C1)CC(C(=O)O)(C2)C3	-3
COC(=O)c1c[nH]n2c(=O)c(C(C)C)c(C)nc12	-3
O=C(CN1C(=O)c2ccccc2C1=O)N1CCN(c2ccccn2)CC1	3
CCCCOc1ccc(C)cc1CN(CCO)CCO	-12
CNS(=O)(=O)c1cc(OCC(N)=O)c(C)cc1Cl	1

2 records picked at random from those above, as already listed:
SMILES	14-3-3g Raf
O=C1C2CC=C(Cl)CC2C(=O)N1CCCN1CCCCC1 (configuration not stated)	-1
N#C/C(C(N)=O)=c1/ccc2c(c1)N1C3=C(CCCC3)CC3CCCCC31N=2 (configuration not stated)	-31

The list goes on.
SMILES	14-3-3g Raf
C=CCn1c(SCC(=O)Nc2ccccc2CC)nnc1-c1ccncc1	4
CCc1ccc(NC(=O)CSc2cc(=O)n(C)c3cc(Cl)ccc23)cc1	-3
O=C(COC(=O)CCC(=O)c1ccc2c(c1)OCCO2)NCc1ccc2c(c1)OCO2	-9
Nc1nnnn1NCc1cccc(OCc2ccccc2)c1	0
Cc1ccccc1N(CC(=O)NCc1ccncc1)S(C)(=O)=O	-4
FC(F)(F)c1cc(-c2ccccc2)nc(-n2cncn2)n1	-7
COc1ccccc1OCCn1c(SC)nc2ccccc21	-7
O=C(O)c1cc2ccccc2n1-c1ccccc1	-5&1
O=[N+]([O-])c1ccc(NC2OCC(O)C(O)C2O)cc1 (configuration not stated)	-1
COc1ccc(C2C(C#N)=C(N)Oc3c2oc(CO)cc3=O)c(OC)c1OC (configuration not stated)	-6
CCCCOc1ccccc1NC(=O)CSc1nnnn1C(C)(C)C	-5
CCCC(=O)Nc1ccc(N2CCN(C(=O)c3cccs3)CC2)cc1	3
O=C(CSc1nc2ccccc2o1)Nc1ccccc1F	-4
CCCC(=O)N(c1ccc2oc(C)c(C(=O)OC)c2c1)S(=O)(=O)c1ccc(F)cc1	-17
CC1=C(C(=O)OCCOc2ccccc2)C(c2cccc([N+](=O)[O-])c2)NC(=O)N1C (configuration not stated)	-2
COCCCn1c(=N)c(C(=O)NCc2ccc3c(c2)OCO3)cc2c(=O)n3cccc(C)c3nc21	-14
COC(=O)c1c(-c2cc(OC)c(OC)c(OC)c2)c2ccc(OCc3ccccn3)cc2c(=O)n1-c1ccc(N)cc1	9
COC(=O)COc1ccc2c(=O)c(Oc3ccccc3)c(C)oc2c1	0
Cc1ccccc1CN1CCN(CC(=O)NC2CCCCC2C)C1=O (configuration not stated)	-7
CCOC(=O)c1cnn(-c2cc(C)nc3c(-c4ccccc4)c(C)nn23)c1N	-3
COc1ccc(C)cc1NS(=O)(=O)c1cn(C)c(=O)n(C)c1=O	0
CC1(C)CC(=O)C2=C(C1)OC1=C(C(=O)CC(C)(C)C1)C2c1ccc(OCc2ccccc2F)cc1	1
O=C(COC(=O)c1ccc2c(c1)C(=O)N(c1ccc(Cl)cc1)C2=O)c1ccc([N+](=O)[O-])cc1	6
COc1ccccc1NC(=O)Nc1c(C)n(C)n(-c2ccccc2)c1=O	8
COc1ccccc1CC(=O)Nc1ccc(O)cc1C(=O)O	-1
O=C(CC(SCc1ccco1)c1ccc(Cl)cc1)c1ccco1 (configuration not stated)	6
C/C=C/c1ccc(OCCCN2C(=O)NC(C)(C)C2=O)c(OC)c1	1
CCOc1ccc2nc(SCC(=O)Nc3ccc(NC(C)=O)cc3)sc2c1	-9
COCCOC(=O)C1=C(C)NC(=O)NC1c1ccc([N+](=O)[O-])cc1 (configuration not stated)	0
O=C1c2cc(S(=O)(=O)N3CCCCC3)cc([N+](=O)[O-])c2-c2c1cc(S(=O)(=O)N1CCCCC1)cc2[N+](=O)[O-]	-2
O=C1CN(C(=O)CCC2CCCC2)C(c2ccccc2)c2cc(Br)ccc2N1 (configuration not stated)	6
COc1ccc(OC)c(C2CC(c3ccc(OC)c(OC)c3)=NN2S(=O)(=O)c2ccccc2)c1 (configuration not stated)	-116
O=C(Nc1ccc(OC(F)(F)F)cc1)C1CCN(S(=O)(=O)c2ccc(Br)s2)CC1	-16
C=CCc1c(C)nc(SC)nc1Nc1ccc(C(=O)OCC)cc1	-3
O=C(NCc1ccc2c(c1)OCO2)c1cccc(F)c1	2
O=C(Cn1c(SCC(=O)N2CCCc3ccccc32)nc2ccccc21)N1CCCC1	8
CCOc1ccc(/C(O)=C2\C(=O)C(=O)N(c3ccccn3)C2c2ccc(C(C)(C)C)cc2)c(C)c1 (configuration not stated)	0
COc1ccc(/C(O)=C2\C(=O)C(=O)N(CCCN(C)C)C2c2ccc(Br)cc2)cc1 (configuration not stated)	-8
COC(=O)C(C(=O)OC)=C(/C=C/N(C)C)N(C)C	-2
COc1ccc(NC(=O)c2nnn(Cc3ccc(SC)cc3)c2N)c(OC)c1	4
COc1ccc(-n2nc(C(=O)Nc3ccc(C(C)C)cc3)c3ccccc3c2=O)c(OC)c1	-11
Cc1ccc(/C(O)=C2\C(=O)C(=O)N(CCN(C)C)C2c2ccc(C)o2)cc1 (configuration not stated)	-10
C#CCOc1ccc2c(c1)c(C(C)=O)c(C)n2-c1ccc(OCC)cc1	-3
Cc1ccc(/C=c2\s/c(=C(/C#N)C(=O)N3CCCC3)n(Cc3ccco3)c2=O)s1	-30
Cc1cc(C)n2nc(S(=O)(=O)NC3CCCCC3)nc2n1	1
O=C1CSC(c2cn(-c3ccccc3)nc2-c2cc3ccccc3oc2=O)N1Cc1ccco1 (configuration not stated)	-4
CCOc1ccc(NC(=O)c2ccc3c(=O)n(-c4ccccc4F)c(=S)[nH]c3c2)cc1	2
O=C(NCCSc1c[nH]c2ccccc12)c1ccc(Cl)c([N+](=O)[O-])c1	-5
O=C(c1cc(S(=O)(=O)N2CCCCC2)ccc1F)N1CCCCC1	-13
COc1ccc(CN(C(=O)c2oc3ccccc3c2C)C2CCS(=O)(=O)C2)cc1OC (configuration not stated)	-8
Next part
SMILES	14-3-3g Raf
O=C(O)CCc1nc(-c2ccccc2)no1	-2
OC[C@H]1O[C@@H](n2cnc3c(NC4CCCCC4)ncnc32)[C@H](O)[C@@H]1O	-10
O=C(CSCc1cccs1)N1CCCC1	2
COc1cccc2c1OC1(C)C(C(=O)N(C)C)C2NC(=S)N1c1ccc(Cl)cc1 (configuration not stated)	-4
Cc1ccc2c(c1)C(=O)C(=O)N2CO	-2
CCCCNC(=O)CCCN1C(=O)COc2ccc(C)cc21	-4
C=CCn1cnc2c(c1=O)c1nc3ccccc3nc1n2/N=C/c1cccc(OC)c1	-24
FC(F)Oc1ccc(C2=CC(c3cccc(Br)c3)n3ncnc3N2)cc1 (configuration not stated)	-2
O=C(O)c1ccc(N2CCOCC2)c(N2C(=O)C3C4C=CC(C4)C3C2=O)c1 (configuration not stated)	-5
CCCn1cc(S(=O)(=O)CC(=O)Nc2cccc(C)c2C)c2ccccc21	6
COC(=O)c1ccc(CSc2nc3c([nH]c4ccccc43)c(=O)n2-c2cccc(OC)c2)o1	-5
CCCOc1cccc(C2Nc3ccccc3NC3=C2C(=O)CC(C)(C)C3)c1 (configuration not stated)	7
CCOC(=O)c1ccc(N2C(=O)c3cccc4c(C(=O)O)ccc(c34)C2=O)cc1	3
C=CCNc1nc2c(c(=O)n(C)c(=O)n2C)n1CC(=C)C	-4&-6
COc1cc2[nH]c(=O)n(CCC(=O)NC(C)C)c(=O)c2cc1OC	-5
Brc1ccc(C2=Nn3c(nnc3-c3ccncc3)SC2)cc1	1
CC(=O)N(C1=C(N)C(=O)c2ccccc2C1=O)C(C)C	-4
Cc1cc(NS(=O)(=O)c2ccc(NC(=O)C3CCCCC3)cc2)no1	1
Cc1nc([N+](=O)[O-])c(N2CCCC2)n1Cc1ccccc1	-3
Cc1nnc(NC(=O)Cn2cnc3scc(-c4ccccc4)c3c2=O)s1	3
CCN1C(=O)C(O)(c2c(C)[nH]c3ccccc23)c2ccccc21 (configuration not stated)	10
Cc1cc(OCC(=O)Nc2cc3nn(-c4ccccc4)nc3cc2C)ccc1Cl	-44
CC(=O)C1=C(O)C(=O)N(CCCN2CCOCC2)C1c1ccccc1Cl (configuration not stated)	-3
c1ccc(-c2ccc(-c3nc(-c4ccncc4)no3)cc2)cc1	-18
CCc1c(C)sc(NC(=O)c2cccs2)c1C(=O)OC(C)C	7
CC1(C)CC(=O)c2cc3c(N)c(C(=O)Nc4ccc5c(c4)OCO5)sc3nc2C1	-13
Cc1cccnc1Nc1nc(-c2ccc(O)c(O)c2)cs1	1
COc1cccc2cc(C(=O)Nc3ccccc3)c(=Nc3ccccc3F)oc12	-4
COc1ccc(C(=O)CC(=O)c2cc(Cl)ccc2O)cc1OC	0
CCCCN(C)S(=O)(=O)c1ccc(C(=O)N=c2sc3cc(C)ccc3n2CC)cc1	-5
Cc1nc2ccc(C(=O)NCCN3CCOCC3)cc2nc1C	2
COc1cccc(NC(=O)Cn2c(=O)n(CCC(=O)N3CCc4ccccc4C3)c(=O)c3ccccc32)c1	3
O=C(O)Cn1c(=O)oc2cc(Cl)ccc21	-1
O=C(Nc1nccs1)C1CCN(S(=O)(=O)c2cnc[nH]2)CC1	-4
CCN(CC)c1ncnc2sc(C(=O)Nc3cc(Cl)c(OC)cc3OC)c(C)c12	-7
COc1ccc(C2=NOC3(CC(=O)N(c4ccc(C)cc4)C3=O)C2)c(OC)c1 (configuration not stated)	-7
CC1CC(C)CN(S(=O)(=O)N2CCC(C(=O)NCCC3=CCCCC3)CC2)C1 (configuration not stated)	-8
CCCCNC(=O)CCC1Nc2c3ccccc3nc(=S)n2C1=O (configuration not stated)	9
COc1cc(NC(=O)CCn2c(=O)[nH]c3ccsc3c2=O)cc(OC)c1	-1
O=C(O)CC(C(=O)Nc1ccccc1I)C1CCCO1 (configuration not stated)	-11

15 of these compounds, reformatted:
| 14-3-3g Raf | SMILES |
| --- | --- |
| -13 | CC1(C)CC(=O)c2cc3c(N)c(C(=O)Nc4ccc5c(c4)OCO5)sc3nc2C1 |
| 1 | Cc1cccnc1Nc1nc(-c2ccc(O)c(O)c2)cs1 |
| -4 | COc1cccc2cc(C(=O)Nc3ccccc3)c(=Nc3ccccc3F)oc12 |
| 0 | COc1ccc(C(=O)CC(=O)c2cc(Cl)ccc2O)cc1OC |
| -5 | CCCCN(C)S(=O)(=O)c1ccc(C(=O)N=c2sc3cc(C)ccc3n2CC)cc1 |
| 2 | Cc1nc2ccc(C(=O)NCCN3CCOCC3)cc2nc1C |
| 3 | COc1cccc(NC(=O)Cn2c(=O)n(CCC(=O)N3CCc4ccccc4C3)c(=O)c3ccccc32)c1 |
| -1 | O=C(O)Cn1c(=O)oc2cc(Cl)ccc21 |
| -4 | O=C(Nc1nccs1)C1CCN(S(=O)(=O)c2cnc[nH]2)CC1 |
| -7 | CCN(CC)c1ncnc2sc(C(=O)Nc3cc(Cl)c(OC)cc3OC)c(C)c12 |
| -7 | COc1ccc(C2=NOC3(CC(=O)N(c4ccc(C)cc4)C3=O)C2)c(OC)c1 (configuration not stated) |
| -8 | CC1CC(C)CN(S(=O)(=O)N2CCC(C(=O)NCCC3=CCCCC3)CC2)C1 (configuration not stated) |
| 9 | CCCCNC(=O)CCC1Nc2c3ccccc3nc(=S)n2C1=O (configuration not stated) |
| -1 | COc1cc(NC(=O)CCn2c(=O)[nH]c3ccsc3c2=O)cc(OC)c1 |
| -11 | O=C(O)CC(C(=O)Nc1ccccc1I)C1CCCO1 (configuration not stated) |

The listing continues.
SMILES	14-3-3g Raf
CC(C)(C)c1ccc(S(=O)(=O)CCSc2nc3c(cc2C#N)CCCC3)cc1	-2
COc1ccc(-c2nc(N)n(C(=O)c3ccc(C)cc3)n2)cc1	11
CCOc1ccccc1NC(=O)NC(=O)N(C1CCCCC1)S(C)(=O)=O	-3
Cc1cc(C)cc(NC(=O)Cn2c(C(F)(F)F)nc3ccccc32)c1	-3
CC1C2C(c3ccccc3)N(C)C(=O)N(C)C2N(C)C(=O)N1C (configuration not stated)	-5
COC(=O)C1C(=O)C2=C(CC1C)NC(C)=C(C(=O)OCCOC(C)C)C2c1ccc(C)s1 (configuration not stated)	-14
O=C(c1ccc2c(c1)OCO2)N1CCN(CCN2C(=O)c3cccc4cccc(c34)C2=O)CC1	0
Cn1c(=O)c2cc(C(=O)N3CCN(c4ccccc4)CC3)sc2c2ccccc21	-66
COc1cccc(C2NC(=O)NC(C)=C2C(=O)OCC2CCCCC2)c1 (configuration not stated)	4
COc1cc(C(c2sc3nc(C)nn3c2O)N2CC(C)CC(C)C2)cc(OC)c1OC (configuration not stated)	3
CC1CCC(C(C)C)C(OC(=O)CSc2n[nH]c(=O)[nH]c2=O)C1 (configuration not stated)	-5
CC(C)c1ccc(OCC(=O)Nc2c[nH]c(=O)[nH]c2=O)cc1	-3
CCOC(=O)c1cc(-c2ccccc2)sc1N	-9
Cc1ccc(-n2nnnc2SCc2nnc(-c3ccccc3Br)o2)cc1	-17
COc1cccc(C2=CC(c3ccc(Br)cc3)n3nnnc3N2)c1 (configuration not stated)	-27

Screening results as filed in PubChem BioAssay.
